# Source: PubChem BioAssay
# Y pestis TopoI = Yersinia pestis topoisomerase I inhibitors, primary screen, biochemical, cleavage product accumulation, plate reader, single point; DNA topoisomerase I (Yersinia pestis CO92); Y. pestis Topo-I cleavage product accumulation; activity, % at 10 µM; 360,000 compounds, 0.064% hits; in the data active means activity above about 50%, passing the limit was not always enough; inconclusive means no clear call, values can overlap the other calls; further: inactives centre near 2
# MazF activator = activators of E. coli MazEF toxin-antitoxin RNase, primary screen, biochemical, fluorescence, uHTS; Endoribonuclease toxin MazF (Escherichia coli (strain K12)), P0AE70; FAM/BHQ RNA-DNA oligo cleavage fluorescence, 5 h; activation, % at 20 µM; 350,000 compounds, 0.32% hits; AID 504720, 2011; in the data active means activation above about 50%
# Target sequence (P0AE70 whole entry, looked up): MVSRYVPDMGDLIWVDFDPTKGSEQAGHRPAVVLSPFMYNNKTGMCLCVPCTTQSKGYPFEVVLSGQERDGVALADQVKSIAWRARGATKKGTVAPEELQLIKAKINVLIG
# PfHsp40 rescue = rescue of yeast from PfHsp40 toxicity, primary screen, S. cerevisiae, ATP luminescence; growth rescue, % at 12.5 µM; 340,000 compounds, 0.68% hits; AID 504582, 2011; S. cerevisiae expressing PfHsp40, growth rescue; in the data active means growth rescue above about 28%, passing the limit was not always enough; inconclusive means no clear call, values can overlap the other calls;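 further: yeast W303a lacking pdr1 and pdr3 grown in galactose medium; growth measured after three days at 30 °C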
# Rv3671c protease = Rv3671c serine protease inhibitors, primary screen, biochemical, fluorescence polarization, M. tuberculosis H37Rv | P9WHR9 | AID 2606, 2010 | inhibition, % at 5.96 µM | 320,000 compounds, 0.048% hits; in the data active means inhibition above about 38%;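 further: extracellular domain of Rv3671c used as enzyme; 0% = enzyme with DMSO and 100% = no enzyme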
# Target sequence (P9WHR9 whole entry, looked up, the tested form may be a part): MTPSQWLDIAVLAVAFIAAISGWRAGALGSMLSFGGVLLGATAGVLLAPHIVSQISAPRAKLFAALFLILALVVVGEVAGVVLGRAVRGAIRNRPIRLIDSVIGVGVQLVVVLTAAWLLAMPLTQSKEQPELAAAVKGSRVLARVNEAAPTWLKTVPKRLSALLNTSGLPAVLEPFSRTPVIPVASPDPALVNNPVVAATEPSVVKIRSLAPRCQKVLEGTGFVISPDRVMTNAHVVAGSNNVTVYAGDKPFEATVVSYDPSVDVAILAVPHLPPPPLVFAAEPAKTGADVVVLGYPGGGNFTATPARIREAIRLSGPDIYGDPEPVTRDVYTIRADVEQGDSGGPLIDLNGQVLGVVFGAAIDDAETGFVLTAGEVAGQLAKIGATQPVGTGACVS
# SARS 3CLpro inh = SARS-CoV 3CLpro protease inhibitors, primary screen, biochemical, quenched FRET; Replicase polyprotein 1ab (Severe acute respiratory syndrome coronavirus), P0C6X7; recombinant SARS-CoV 3CLpro, quenched FRET peptide cleavage; inhibition, % at 6 µM; 290,000 compounds, 0.14% hits; in the data active means inhibition above about 12%
# SSB-PriA inh = inhibitors of Klebsiella pneumoniae PriA binding to SSB C-terminal tail, primary screen, biochemical, AlphaScreen. AlphaScreen SSBct-PriA binding, biotinylated peptide. PriA–SSB C-terminal tail interaction (Klebsiella pneumoniae). 430,000 compounds, 0.6% hits. inhibition, % at 33 µM. AID 1272365, 2023; in the data active means inhibition mostly above about 37%, no sharp cut-off; inactive means mostly below about 20%;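 further: plate controls were negative control peptide for no effect and reference peptide for full effect; strong numbers were not always called active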
# TcdB GH inh = TcdB glycohydrolase inhibitors, primary screen, biochemical, single point, plate reader; TcdB glycohydrolase enzymatic assay; Toxin B (Clostridioides difficile), P18177; 350,000 compounds, 0.24% hits; inhibition, % at 9.99 µM; AID 652162, 2013; in the data active means inhibition above about 10%
# Anthrax LF inh2 = Bacillus anthracis LF protease inhibitors, primary screen, biochemical, multiplex microsphere, MLPCN library | Lethal factor (Bacillus anthracis), P15917 | multiplex microsphere protease cleavage assay | inhibition, % at 10 µM | 360,000 compounds, 0.12% hits | AID 588501, 2011; in the data active means inhibition above about 30%; inconclusive means no clear call, values can overlap the other calls; further: plate controls were buffer without enzyme for full effect and enzyme alone for no effect
# BH1578 lux ind = inducers of Vibrio cholerae quorum light production without autoinducers, primary screen, BH1578 luxS cqsA deficient, single point; activation, % at 18.7 µM; V. cholerae BH1578 lux reporter, luminescence, 6 h; 350,000 compounds, 0.16% hits; in the data active means activation mostly above about 9.7%, no sharp cut-off; inconclusive means no clear call, values can overlap the other calls; inactive means mostly below about 3.7%; further: not every result past the cut was called active; inactives centre near 0; reference of the scale not given here
# VHR inh abs = VHR1 phosphatase inhibitors, primary screen, biochemical, absorbance, uHTS; inhibition, % at 13.3 µM; 290,000 compounds, 0.52% hits; Dual specificity protein phosphatase 3 (Homo sapiens), P51452; AID 1654, 2009; recombinant VHR phosphatase, pNPP absorbance; in the data active means inhibition above about 50%; further: some compounds called inactive have numbers as strong as hits
# Target sequence (P51452 whole entry, looked up): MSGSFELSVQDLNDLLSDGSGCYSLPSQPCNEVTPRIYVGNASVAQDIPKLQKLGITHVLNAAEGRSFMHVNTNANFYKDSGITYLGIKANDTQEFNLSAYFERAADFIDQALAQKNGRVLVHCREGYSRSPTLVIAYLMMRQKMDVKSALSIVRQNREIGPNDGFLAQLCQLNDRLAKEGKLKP
# Numbers without * were called inactive; i = inactive; ? = inconclusive; / = not tested or not shown; & = joins results of further samples.
SMILES,Y pestis TopoI,MazF activator,PfHsp40 rescue,Rv3671c protease,SARS 3CLpro inh,SSB-PriA inh,TcdB GH inh,Anthrax LF inh2,BH1578 lux ind,VHR inh abs
Cc1ccc(N(C(=O)c2snc(C(N)=O)c2N)C(C(=O)NCC2CCCO2)c2c[nH]c3ccccc23)cc1 (centres undefined),0,8,0.6,-13,1,0,-0.7,1,-0.2,-5
COc1ccccc1CNC(=O)C1CC(c2cccc([N+](=O)[O-])c2)=NO1 (centres undefined),2,9,-0.9,-4,-1,6,1.6,-3,i,20
CCO[C@H]1OC(C(=O)N2CCN(Cc3ccc4c(c3)OCO4)CC2)=C[C@@H](C)[C@@H]1CCCO,21,-1,-1.2,-20,0,-3,1.8,-9,-0.9,16
CN(C)CCNC(=O)/C(=C/c1ccc(-c2ccc(Cl)cc2Cl)o1)NC(=O)c1ccccc1,-19,-10,-1.0,5,-3,2,/,-3,-0.4,0
O=C(Nc1ccccc1F)Nc1cc(S(=O)(=O)N2CCOCC2)ccc1N1CCCC1,-1,4,-0.8,-4,-3,-10,1.2,-8,-0.3,28
Cc1ccc(C)c(N2CCN(C(=O)c3ccc4c(=O)n5c(nc4c3)CCCCC5)CC2)c1,14,-5,-0.4,-2,1,16,0.6,-12,i,33
CCOC(=O)c1nnn(CC(=O)NC(=O)Nc2ccc(F)cc2)c1C(=O)OCC,0,5,-0.6,-4,1,-3,0.6,5,i,6
COc1cccc(-c2cc(C(=O)N3CCCc4ccccc43)no2)c1,-6,-4,0.0,-16,2,-49,/,-23,-0.7,6
Cc1cc(NC(=O)c2ccc(C)c(C)c2)no1,0,7,-1.1,-3,-4,-19,1.8,2,-0.6,4
O=C(NCCc1ccccc1)c1cccc(NC(=O)C2CCCC2)c1,-1,1,-0.7,/,/,0,1.3,-6,-1.4,/
FC(F)(F)c1cccc(-n2nnnc2C2(N3CCOCC3)CCCCC2)c1,9,-3,-0.2,-2,-5,-14,/,1,-1.7,24
Cc1ccc(C(C)C)cc1OCC(=O)Nc1ccc(-n2cnnn2)cc1,25,8,-1.4,/,/,-5,1.3,/,-0.8,/
Cc1occc1C(=O)Nc1cccc(C(=O)O)c1,-3,1,-1.3,8,-4,-16,/,-2,-3.7,-14
COc1cccc(NC(=O)CN(C)C(C)C(=O)N2CCCC2)c1 (centres undefined),0,-1,-1.0,-1,/,-23,0.9,-8,i,/
O=C(CSc1nc2nn(-c3ccccc3)c(=O)c-2c2n1CCCCC2)Nc1cccc(F)c1,-8,0,2.7,8,/,0,1.5,-2,i,/
Nc1cccc(N=Cc2c(O)n(Cc3ccc(F)cc3)c(=O)[nH]c2=O)c1,-2,-12,-1.6,-8,3,-4,-0.5,-1,/,-14
CC1(C)Oc2ccc3ccc(=O)oc3c2/C(=C/O)C1=O,8,-16,-1.5,6,-1,/,0.4,23,i,16
Cc1cc(/C=N/NC(=O)c2cccs2)c(C)n1-c1ccccc1,2,1,2.2,-1,2,/,/,-4,-0.4,17
COCCNc1nnnc2c1sc1nc(N3CCOCC3)c3c(c12)CC(C)(C)OC3,9,8,0.1,-5,2,-6,-0.4,1,i,4
OCCC1CN(Cc2cccn2-c2ncccn2)CCN1Cc1ccc(F)cc1 (centres undefined),1,-1,1.0,-1,2,-2,1.3,-7,i,0
O=C(O)c1ccc2c(=O)n(-c3ccc(F)c(Cl)c3)c(=S)[nH]c2c1,-5,9,-0.5,2,2,-4,0.8,-1,i,10
CC(=O)Nc1ccc(S(=O)(=O)NCC(=O)OCC(=O)NC23CC4CC(CC(C4)C2)C3)cc1,-3,3,-1.0,-3,-2,-2,/,-2,-0.3,5
CN1CCc2cccc3c2[C@H]1Cc1ccc(O)c(O)c1-3,-4&-3&-4,-2&-2&-14,1.1&-0.1&-0.2,4&-16&-18,-6,5,-28&-15,-23&-14&-19,0.6,20
CN(C(=O)COC(=O)c1ccc(=O)n(Cc2ccccc2)n1)C1CCCCC1,-1,3,1.0,1,/,-12,0.4,0,i,/
COc1ccc([C@@]2(C(C)C)ON(c3ccccc3C(F)(F)F)C2=O)cc1,27,0,-1.7,-1,/,-14,-2.6,-2,1.7,/
SMILES,Y pestis TopoI,MazF activator,PfHsp40 rescue,Rv3671c protease,SARS 3CLpro inh,SSB-PriA inh,TcdB GH inh,Anthrax LF inh2,BH1578 lux ind,VHR inh abs
COc1ccccc1C(=O)Nc1ccnn1C1CCN(C2CCSCC2)CC1,3,-1,-0.3,-6,4,2,0.1,0,i,19
CCCc1ccc(-c2c(C)sc(N)c2C#N)cc1,9,-1,3.9,13,2,-2,/,-2,i,-6
Cc1cc(C#N)c(C)n1-c1cc(S(=O)(=O)N2CCOCC2)ccc1N1CCCC1,2,5,0.3,6,-3,4,/,-1,-5.9,-10
Cc1c(C(c2ccccc2Cl)c2c(O)c3ccccc3oc2=O)c(=O)n(-c2ccccc2)n1C (centres undefined),-3,-1,1.8,-6,3,15,/,-1,-0.7,-24
Nc1c(C(=O)NCCCc2ccccc2)c2nc3ccccc3nc2n1Cc1cccs1,5,-4,0.1,-19,2,5,/,-5,-0.2,27
COC(=O)NCCOc1nc(N(C)C)nc(N(C)C)n1,-3,-4,-0.6,-11,3,2,/,/,i,-2
CCc1cc(C(=O)c2ccc(Br)cc2)c(NC(=O)CN(CC)CC)s1,6,-6,-0.4,2,4,1,-0.2,32*,i,11
O=C(NCCCN1CCOCC1)c1ccc(Sc2cccc(Cl)c2)c([N+](=O)[O-])c1,-9,0,2.0,2,1,26,/,-2,0.4,1
Cc1ccc(NC(=O)CN(C)S(=O)(=O)c2ccc3c(c2)c(=O)n(C)c(=O)n3C)cc1,0,5,3.7,1,1,-2,-1.2,-1,i,4
Cc1ccc(S(=O)(=O)Nc2ccc3c(c2)ncn3C(C)(C)C)cc1,-2,-1,-0.1,-4,-3,8,/,0,0.9,29
Cc1nc(-c2ccc(F)cc2)c(CC(=O)Nc2cc(S(=O)(=O)N3CCCCC3)ccc2C)s1,1,-7,2.3,-22,/,-8,1.4,3,-0.2,/
CC1=C(C(=O)OCc2ccccc2)C(c2cccc([N+](=O)[O-])c2)NC(=O)N1C (centres undefined),45,10,1.9,7,4,-1,1.0,-4,i,21
CC1=CC(=O)C=CC1(C)C(Cl)(Cl)Cl (centres undefined),-3,-1,-0.6,6,1,-14,/,1,-0.9,11
O=C(CN1CCN(S(=O)(=O)c2ccccc2)CC1)NC(=O)NCc1ccco1,-11,0,-0.4,4,-1,-1,0.7,-3,-0.5,9
Cc1cccc(OCC(=O)N(Cc2ccc(N(C)C)cc2)C2CCS(=O)(=O)C2)c1 (centres undefined),-9,5,-0.8,9,3,14,-3.6,5,-0.4,16
O=C(NC1CCCCC1)C(c1ccc(F)cc1)N(Cc1ccc2c(c1)OCO2)C(=O)c1cnsn1 (centres undefined),-4,5,-0.8,4,0,8,/,1,i,0
COC(=O)c1cc(Br)c(=O)n(-c2ccc(F)cc2)c1,-7,5,0.0,-3,-3,-12,/,1,-7.9,-4
O=C(c1cccnc1)N1N=C(C2CCCCC2)CC1(O)C(F)(F)F (centres undefined),-8,-6,-0.1,0,1,-14,1.1,-3,1.0,16
O=C(NCC(=O)N1CC(O)CC1C(=O)N1CCCC1C(=O)OCc1ccccc1)OCc1ccccc1 (centres undefined),7,0,0.3,6,7,-11,0.8,6,i,23
CC(C)NC(=O)C1CCN(C(=O)c2cc3sccc3n2Cc2ccc(F)cc2)CC1,-1,-10,0.9,-12,2,-10,/,-3,5.0,8
Cc1ccc(OCC(=O)NCCNC(=O)c2cnccn2)cc1,6,17,-0.4,-3,-1,-11,0.9,2,i,31
O=C(CCNC(=O)c1ccccc1Cl)Nc1nnc(C2CC2)s1,4,1,?,2,2,2,-0.5,2,i,22
COc1ccccc1S(=O)(=O)Cc1ccc(C(=O)NCCCN2CCN(c3ccc(F)cc3)CC2)o1,25,6,-1.9,0,2,20,1.2,-8,-4.3,-4
CC(C)(C)c1nnc2sc(SCC(=O)c3ccccc3)nn2c1=O,-7,-1,0.8,-5,-1,-14,/,-7,-0.5,-12
O=C(NCc1ccc(F)cc1)C1CCCN(S(=O)(=O)c2ccc(Br)s2)C1 (centres undefined),31,9,1.4,-4,0,-8,0.6,-3,-0.3,20
CCn1nnnc1SCC(=O)c1cc(OC)ccc1OC,2,4,-0.6,2,4,3,/,-20,/,14
CCN(Cc1ccccc1)C(=O)C(=O)c1cn(CC(=O)N2CCCC2)c2ccccc12,22,5,-0.2,-1,0,-7,1.2,0,-0.1,19
C[C@H](NC(=O)c1ccc2ccccc2c1)C(=O)N1CCC2(CC1)NCCc1[nH]cnc12,-2,8,-1.4,-2,0,-1,1.6,-2,-1.5,34
COc1cccc(CNC(=O)C2CCC(=O)N(C3CC3)C2)c1OC (centres undefined),1,2,-1.4,/,-4,-9,-1.6,0,-0.1,9
CC(C)CN1CCC(=O)NC1=S,2,-5,-0.6,/,/,-7,0.2,-8,i,/

# Some of these compounds in order of molar mass, descending:
SMILES,Y pestis TopoI,MazF activator,PfHsp40 rescue,Rv3671c protease,SARS 3CLpro inh,SSB-PriA inh,TcdB GH inh,Anthrax LF inh2,BH1578 lux ind,VHR inh abs
COc1ccccc1S(=O)(=O)Cc1ccc(C(=O)NCCCN2CCN(c3ccc(F)cc3)CC2)o1,25,6,-1.9,0,2,20,1.2,-8,-4.3,-4
O=C(NCC(=O)N1CC(O)CC1C(=O)N1CCCC1C(=O)OCc1ccccc1)OCc1ccccc1 (centres undefined),7,0,0.3,6,7,-11,0.8,6,i,23
O=C(NC1CCCCC1)C(c1ccc(F)cc1)N(Cc1ccc2c(c1)OCO2)C(=O)c1cnsn1 (centres undefined),-4,5,-0.8,4,0,8,/,1,i,0
Nc1c(C(=O)NCCCc2ccccc2)c2nc3ccccc3nc2n1Cc1cccs1,5,-4,0.1,-19,2,5,/,-5,-0.2,27
Cc1ccc(NC(=O)CN(C)S(=O)(=O)c2ccc3c(c2)c(=O)n(C)c(=O)n3C)cc1,0,5,3.7,1,1,-2,-1.2,-1,i,4
CCc1cc(C(=O)c2ccc(Br)cc2)c(NC(=O)CN(CC)CC)s1,6,-6,-0.4,2,4,1,-0.2,32*,i,11
O=C(CN1CCN(S(=O)(=O)c2ccccc2)CC1)NC(=O)NCc1ccco1,-11,0,-0.4,4,-1,-1,0.7,-3,-0.5,9
O=C(CCNC(=O)c1ccccc1Cl)Nc1nnc(C2CC2)s1,4,1,?,2,2,2,-0.5,2,i,22
Cc1ccc(S(=O)(=O)Nc2ccc3c(c2)ncn3C(C)(C)C)cc1,-2,-1,-0.1,-4,-3,8,/,0,0.9,29

# This is a subset, so the mix of outcomes need not match the whole.
